MgcRacGAP inhibition: MgcRacGAP GTPase-activating activity inhibitors, confirmation, biochemical, ADP Hunter fluorescence; actives 0.6% (n = 340,000); MgcRacGAP-stimulated Rac1 GTP hydrolysis, ADP Hunter fluorescence; higher % means a stronger effect; GST-tagged Rac1 F28L mutant substrate; inhibition, % at 30 µM, or IC50 in µM where a hit was titrated; Rac GTPase-activating protein 1 (Homo sapiens);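 active = first-screen hits whose inhibition reached a set limit at any dose in the follow-up dose series; inconclusive = inhibition above the set first-screen limit but never retested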;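 also: fluorescence reports GDP produced by GAP-driven GTP hydrolysis; strong numbers were not always called active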
NTR1 agonist: agonists of NTR1, primary screen, imaging, U2OS cells, beta-arrestin-GFP, high content (AID 493036) | Neurotensin receptor type 1 (Homo sapiens), P30989 | NTR1-U2OS beta-arrestin-GFP spot imaging, agonist mode | activation, % at 20 µM | actives 0.17% (n = 330,000);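 active = activation at or above 40% of the spot to cytoplasm intensity ratio, with at least 20 cells analyzed; inconclusive = wells under 20 cells, flagged as cytotoxic or low count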;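 also: 0% = DMSO without peptide and 100% = 100 nM NTR1 peptide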
Target sequence (P30989 whole entry, looked up): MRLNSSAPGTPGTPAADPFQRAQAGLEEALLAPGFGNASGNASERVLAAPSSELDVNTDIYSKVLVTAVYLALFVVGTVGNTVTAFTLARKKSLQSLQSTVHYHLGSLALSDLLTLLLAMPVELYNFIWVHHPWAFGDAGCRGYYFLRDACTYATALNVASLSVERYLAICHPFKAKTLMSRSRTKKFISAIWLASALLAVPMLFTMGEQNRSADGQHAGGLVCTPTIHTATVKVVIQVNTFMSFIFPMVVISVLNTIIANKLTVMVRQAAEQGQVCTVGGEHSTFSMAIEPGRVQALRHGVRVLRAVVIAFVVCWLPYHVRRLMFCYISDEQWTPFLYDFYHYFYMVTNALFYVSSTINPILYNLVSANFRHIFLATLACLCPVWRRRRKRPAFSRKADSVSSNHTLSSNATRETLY
GPR35 arrestin U2OS: GPR35 antagonists blocking zaprinast-driven arrestin recruitment, primary screen, imaging, U2OS, beta-arrestin-GFP, zaprinast agonist (AID 2058) | G-protein coupled receptor 35 (Homo sapiens) | U2OS GPR35 beta-arrestin-GFP translocation imaging, zaprinast antagonism; higher % means a stronger effect | inhibition, % at 10 µM, or IC50 in µM where a hit was titrated | actives 0.052% (n = 290,000);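 active = inhibition of at least 50% with at least 30 cells and total cytoplasm GFP at most 10,000,000; inconclusive = under 30 cells or total GFP of 10,000,000 plus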
GPR55 LPI antagonism: GPR55 antagonists blocking LPI-driven arrestin recruitment, primary screen, imaging, U2OS, beta-arrestin-GFP, LPI agonist (AID 2013); U2OS GPR55 beta-arrestin-GFP translocation imaging, LPI antagonism; higher % means a stronger effect; G-protein coupled receptor 55 (Homo sapiens); actives 0.13% (n = 290,000); inhibition, % at 10 µM, or IC50 in µM where a hit was titrated;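 active = spots per cell inhibited over 60%, with over 100 cells counted and total cytoplasm intensity under 500,000; inconclusive = wells with under 100 cells, flagged as likely toxic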;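 also: U2OS cells stably carrying GPR55 and arrestin-GFP stimulated by 5 µM LPI near EC80; imaged beta-arrestin-GFP aggregate spots per cell after agonist stimulation; plate controls were LPI-stimulated DMSO wells for no effect and DMSO wells without LPI for full effect; some results filed as inactive read as strong as hits; confirmed hits need IC50 under 10 µM and bright autofluorescent wells are also inconclusive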
Large T inhibition: SV40 large T antigen inhibitors, biochemical (AID 1903); SV40 large T antigen ATPase/helicase inhibition assay; higher % means a stronger effect; one-dose inhibition, % at 20 µM; IC50 in µM for titrated hits; actives 0.39% (n = 310,000); in the data active = a potency from the dose series; inconclusive = inhibition mostly from about 32% at the one dose, without a potency; inactive = the rest, 99 in 100 with inhibition below about 32%; also: strong numbers were not always called active
LYP inhibition: inhibitors of LYP phosphatase, biochemical, fluorescence intensity, uHTS (AID 1779). recombinant LYP phosphatase, fluorescence intensity; higher % means a stronger effect. inhibition, % at 11.5 µM, or IC50 in µM where a hit was titrated. actives 0.054% (n = 290,000); in the data active = inhibition above about 50%;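 also: plate controls were vehicle with enzyme for no effect and no enzyme for full effect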
Hep lipid drop: inhibitors of hepatocyte lipid droplet formation, primary screen, imaging, high-throughput imaging, BODIPY stain. AID 1656, 2009. AML12 mouse hepatocytes, oleate lipid droplets. actives 0.4% (n = 240,000). inhibition, % at 6.5 µM;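 active = lipid droplet intensity inhibited by at least 50%, with more than 500 cells counted; inconclusive = wells with under 300 cells, treated as cytotoxic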
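Material – AML12 mouse liver cells · Also added – oleate loading, 100 µM · Compound dosing – 6.5 µM single-point dosing · Times – overnight treatment with compound plus oleate · Measured by – fluorescence imaging, 20x objective, two fields per well · Read-out – percent inhibition of filter-corrected integrated lipid droplet intensity per well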
T cell HTS: modulators of CD8 T cell-vesicle binding, primary screen, mouse 2C CD8+ T cells, flow cytometry; AID 2052, 2009; calls only at 7 µM; 2C CD8+ T cell-vesicle binding; stronger effect = lower value; actives 0.068% (n = 330,000);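 active = response, share of CD8 T cells binding vesicles, and their 90th percentile fluorescence all below set limits, cut at about 80% in these data, passing the limit was not always enough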
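Benchmarks: naked versus QL9-loaded vesicles / Assay system: purified 2C TCR transgenic mouse naive CD8+ T cells / Technique: high-throughput flow cytometry with anti-B7-1 and anti-CD8 staining / Timing: Cell–vesicle co-incubation 1.5 h at 37 °C, staining 20 min on ice / Read-out: percent CD8+ FL2 mean versus row control / Probe or stimulus: QL9-loaded Drosophila micro-vesicles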
GPR55 beta-arrestin: GPR55 agonists via beta-arrestin recruitment, primary screen, imaging, U2OS cells, beta-arrestin-GFP redistribution (AID 1961) | U2OS GPR55 beta-arrestin-GFP redistribution imaging; higher % means a stronger effect | activation, % at 10 µM; hits with a dose series show EC50 in µM | actives 0.048% (n = 290,000);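 active = activation above 40% with more than 50 cells counted in the well; inconclusive = wells holding fewer than 50 cells, flagged as toxic or sparse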;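 also: U2OS osteosarcoma cells stably expressing GPR55 and beta-arrestin-GFP; plate controls were DMSO negative control for no effect and LPI positive control for full effect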
Hep lipid drop cells 6.5 µM: second read-out of Hep lipid drop, no call of its own (marks repeat the call); cell count; measured here: cell count, cytotoxicity flag;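 cells counted across two imaged fields per well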
T cell HTS vesicle-bound %: also measured in T cell HTS; calls as there; double positive events, %; measured here: CD8+ vesicle-bound cell fraction;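 binding gate set so that unloaded-vesicle control wells show 10% double positive cells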
NTR1 agonist cell count 20 µM: recorded beside NTR1 agonist, whose call it bears; cell count; measured here: cell count, cytotoxicity flag
Active calls of the source: *; i = inactive; ? = inconclusive; / = not tested or not shown. No enrichment for hits, and some 1.8% of all compounds hit somewhere here.

SMILES | MgcRacGAP inhibition | NTR1 agonist | NTR1 agonist cell count 20 µM | GPR35 arrestin U2OS | GPR55 LPI antagonism | Large T inhibition | LYP inhibition | Hep lipid drop | Hep lipid drop cells 6.5 µM | T cell HTS | T cell HTS vesicle-bound % | GPR55 beta-arrestin
O=C(CN1C(=O)c2cccc3cccc1c23)Nc1ccc2c(c1)OCO2 | 4% | -0.4 | 44 | 11% | 23% | -1% | 1% | / | / | i | 31 | -2.0%
CCN(Cc1ccccc1)C(=O)C1CCN(Cc2ccc(OC)c(OC)c2OC)CC1 | ? | -0.6 | 69 | 6% | 23% | 8% | -6% | 1 | 747 | i | 26 | 0.0%
OC(COc1ccc(Cl)cc1Cl)CN1CCc2ccccc2C1 (stereo not given) | 4% | 2.3 | 78 | 1% | -2% | 17% | -3% | -10 | 650 | i | 40 | 0.3%
Clc1ccc(OCc2nnnn2-c2ccccc2)cc1 | 4% | -0.8 | 53 | 7% | -5% | 26% | -6% | -3 | 670 | i | 49 | -0.6%
O=C(Cc1ccc(F)cc1)Nc1nc(-c2ccc(F)c(F)c2)cs1 | 6% | 4.6 | 73 | 3% | 2% | 12% | -4% | / | / | i | 47 | -0.1%
O=C(O)c1ccccc1OCCN1CCCC1=O | -5% | 0.7 | 65 | -7% | 3% | 11% | 3% | -16 | 809 | i | 35 | -0.1%
CCC(=O)c1c(OCc2ccccc2)ccc2c(C)cc(=O)oc12 | / | 3.5 | 49 | -4% | -5% | 2% | 0% | -12 | 722 | i | 49 | 0.0%
Cc1cc(C)n(Cc2ccc(C(=O)Nc3ccc(Br)cc3C)o2)n1 | 2% | -0.3 | 55 | -3% | 14% | 18% | -1% | 0 | 650 | i | 16 | 0.0%
Cc1nn(-c2ccccc2)c(Cl)c1C(=O)OC(C)C(=O)Nc1ccc2c(c1)OCO2 (stereo not given) | 3% | -3.0 | 80 | -10% | 9% | 13% | 3% | / | / | i | 39 | -0.2%
Cc1nc(SCC(=O)NCc2ccco2)c2c3c(sc2n1)CCCC3 | 15% | 1.9 | 42 | -16% | -6% | 14% | 0% | / | / | i | 3 | 0.2%
O=c1nc(-c2ccccc2)cc(-c2ccccc2)[nH]1 | 5% | -1.1 | 83 | -13% | 4% | 15% | 0% | / | / | i | 61 | -0.2%
COC(=O)CCCC(=O)NC1CC(C)(C)Cc2c1cnn2-c1ccc(C)cc1 (stereo not given) | 13% | 2.0 | 65 | -1% | -6% | 9% | -4% | 0 | 797 | i | 57 | -0.1%
O=C(Nc1nnc(-c2cccnc2)o1)c1cccc([N+](=O)[O-])c1 | / | 0.3 | 65 | -11% | 5% | 14% | -3% | 7 | 684 | i | 54 | -0.2%
CCOC(=O)Cn1nnnc1CN(Cc1cccs1)Cc1cc2cc(C)cc(C)c2[nH]c1=O | 7% | 5.4 | 68 | 10% | 3% | 10% | -1% | / | / | i | 25 | -0.1%
Cc1ccc(NC(=O)CSc2cccc3cccnc23)c(C)c1 | 5% | 0.7 | 67 | -3% | 13% | -1% | -6% | -1 | 851 | i | 10 | -0.1%
COc1ccccc1C(=O)N/C(=C/c1ccc2c(c1)OCO2)C(=O)Nc1cccc(C(=O)O)c1 | 5% | -1.7 | 58 | 26% | 2% | -8% | -6% | -8 | 774 | i | 45 | 0.2%
O=c1cc(O)sc2ccccc12 | 2% | -0.5 | 51 | 0% | -7% | 0% | 2% | 23 | 669 | i | 14 | -0.3%
COc1ccccc1C1=NOC(C)(c2nnc(Cc3ccccc3)o2)C1 (stereo not given) | -5% | 0.3 | 87 | / | / | 4% | / | / | / | i | 57 | /
COc1ccccc1C(=O)N=C1SC2CS(=O)(=O)CC2N1c1ccccc1 (stereo not given) | 7% | 0.5 | 46 | 14% | -3% | 6% | 3% | -2 | 833 | i | 24 | -0.2%
CC(C)(C)NC(=O)NC(=O)COC(=O)c1ccc2c(c1)S(=O)(=O)N=C1CCCCCN12 | 6% | 2.4 | 30 | -4% | 14% | 26% | -6% | -1 | 675 | i | 46 | 0.3%
c1coc(CNc2ncnc3sc4c(c23)CCCCC4)c1 | 19% | 1.6 | 27 | 3% | 0% | 3% | -2% | / | / | i | 60 | 0.6%
CC1(C)CC(=O)C2=C(C1)OC(N)=C([N+](=O)[O-])C2c1cccs1 (stereo not given) | 5% | 2.1 | 45 | -1% | 1% | 6% | -5% | -3 | 738 | i | 38 | -0.2%
Cc1nc2cc(O)ccc2n1C | 26% | -0.9 | 79 | 7% | 14% | ? | 2% | / | / | i | 44 | -0.1%
Cc1ccc(CCNc2ccccc2)c[n+]1[O-] | -1% | -1.8 | 82 | -5% | -3% | 15% | -12% | / | / | i | 50 | -0.2%
COCc1cc(=O)n2[nH]cc(-c3ccsc3)c2n1 | / | 0.3 | 100 | 7% | -16% | 30% | -6% | -27 | 835 | i | 8 | 0.4%
O=C1C2C(c3ccccc3)CC=CC2[C@H](c2ccoc2)N1Cc1ccccc1 (stereo not given in full) | 1% | 2.8 | 87 | 2% | 3% | 14% | -5% | -2 | 764 | i | 42 | -0.1%
COc1ccc(-c2n[nH]c(=S)n2-c2ccc(C)cc2C)cc1 | 3% | -0.8 | 76 | 3% | 0% | 9% | -9% | -2 | 771 | i | 49 | 0.0%
COc1ccc(C2N(c3cc(Cl)ccc3OC)C(=O)C3CCCN32)cc1 (stereo not given) | 8% | -1.4 | 49 | -9% | -2% | 4% | -4% | / | / | i | 65 | -0.2%
CC(C)N(c1ccccc1)c1ccc(NC(=O)COC(=O)CCN2C(=O)c3cccc([N+](=O)[O-])c3C2=O)cc1 | 10% | 34 | 61 | 13% | 54% | 6% | 2% | 21 | 694 | i | 44 | -0.3%
O=[N+]([O-])c1cc(C(F)(F)F)cc([N+](=O)[O-])c1NCCNC(=S)Nc1cccc(F)c1 | 8% | 14 | 41 | 9% | -1% | 8% | -5% | -5 | 638 | i | 45 | 0.0%
Cc1c(OCC(=O)N2CCN(c3ccccc3)CC2)ccc2c3c(c(=O)oc12)CCCC3 | 14% | 1.5 | 73 | -18% | 0% | 8% | 0% | 12 | 694 | i | 40 | -0.1%
COc1ccc(OCCCCc2c(C)n[nH]c2C)cc1 | 4% | 1.4 | 72 | / | / | 11% | / | / | / | i | 23 | /
CCN1C(=O)C2C(C1=O)N1C(c3ccccc3)C3C(=O)N(CC)C(=O)C3N1C2c1ccccc1 (stereo not given) | 5% | -1.1 | 53 | 6% | -2% | 19% | -6% | -10 | 745 | i | 21 | -0.1%
O=C(Nc1ccc(N2CCN(Cc3ccccc3)CC2)cc1)c1cccnc1 | 12% | 0.2 | 61 | -11% | 10% | 8% | -8% | 8 | 698 | i | 10 | -0.1%
CCOc1ccccc1C1C(C(N)=O)=C(C)Nc2nc(-c3ccccc3Cl)nn21 (stereo not given) | 4% | 2.2 | 89 | 15% | 9% | 1% | 0% | / | / | i | 38 | 0.2%
COc1ccc([N+](=O)[O-])cc1NC(=O)Cc1noc2ccccc12 | 2% | 1.7 | 46 | -3% | -3% | 26% | -6% | -24 | 711 | i | 44 | 0.1%
O=C(Cn1nnc(-c2ccc(CN3CCOCC3)cc2)n1)N(c1ccccc1)c1ccccc1 | -2% | 1.9 | 37 | 0% | 8% | 9% | -4% | -6 | 695 | i | 20 | -0.1%
COc1ccc(C(=O)Nc2ccc(-c3ccc(NC(=O)c4ccc(OC)cc4)c(OC)c3)cc2OC)cc1 | 4% | 0.4 | 54 | 2% | 21% | 12% | -4% | 16 | 574 | i | 46 | -0.1%
Cc1ccnc(NC(=O)Nc2ccc(F)cc2)c1 | 14% | -1.2 | 43 | -9% | 12% | 14% | 0% | 14 | 791 | i | 18 | 0.2%
COc1cc(/C=N/NC(=O)c2cccnc2)ccc1OC(=O)c1ccc2c(c1)OCO2 | 9% | -1.2 | 84 | 13% | 12% | 7% | -6% | / | / | i | 16 | -0.1%
O=C(NNC(=O)c1ccccc1Br)c1cccc(Cl)c1 | 3% | -2.5 | 49 | 6% | 13% | -4% | -10% | / | / | i | 18 | -0.1%
CCc1ccc2oc(-c3cccc(N)c3)nc2c1 | 5% | -0.9 | 106 | 8% | -10% | 2% | -3% | / | / | i | 32 | -0.1%
Cc1ccc(-c2nnc(NC(=O)c3c(F)cccc3Cl)s2)cc1 | 11% | -1.0 | 54 | -1% | -4% | 7% | -8% | 0 | 743 | i | 32 | 0.0%
O=C(O)CNC(=O)c1ccc(NC(=O)/C(=C/c2ccccc2)NC(=O)c2ccccc2)cc1 | 11% | -2.5 | 98 | -1% | 5% | 3% | 0% | 27 | 434 | i | 33 | -0.1%
Cc1ccc(C)c2c(N)c3c(nc12)CCCCC3 (tested in a mixture with another compound) | 6% | 0.4 | 47 | 13% | 8% | 1% | -6% | 7 | 749 | i | 24 | 0.1%
CCCN(CCC)c1ccc(/C=C/c2ccc3cc(OCC)ccc3n2)cc1 | / | / | / | 39% | 15% | 15% | -1% | 29 | 820 | i | 56 | -0.1%
Cc1sc(N/N=C/c2ccco2)nc1-c1ccccc1 | 3% | -0.7 | 96 | -5% | 9% | 11% | -2% | 13 | 588 | i | 24 | 0.4%
